# Screening results as filed in PubChem.
# SIAH1 antagonists – Siah-1 peptide-binding antagonists, primary screen, biochemical, fluorescence polarization, rhodamine-plectin, uHTS (AID 1817); one-dose displacement, % at 20 µM; IC50 in µM for titrated hits; Siah-1 / rhodamine-plectin peptide fluorescence polarization; higher % means a stronger effect; 0.02% of 290,000 active;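 active means displacement of at least 50% at 20 µM, with a fluorescence ratio check between 0.3 and a set limit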;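 further: plate controls were Siah plus tracer with DMSO for no effect and tracer alone without Siah for full effect; strong numbers were not always called active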
# AID2073 – disruptors of CaV2.2 binding to Mint1 – biochemical, HTRF (AID 2073). HTRF protein-protein interaction, Mint1-CaV2.2; higher % means a stronger effect. one-dose inhibition, % at 20 µM; IC50 in µM for titrated hits. 0.19% of 290,000 active; in the data active means inhibition mostly above about 51%, no sharp cut-off; inconclusive means no clear call, values can overlap the other calls; inactive means mostly below about 53%; further: some results filed as inactive read as strong as hits
# K1F lysis inhibition – protection from phage-mediated lysis, alamar blue read-out – E. coli UTI89, K1F phage, bacterial capsule biogenesis inhibitors (AID 488966). E. coli UTI89 K1F phage lysis, alamar blue, 2 h; higher % means a stronger effect. inhibition, % at 100 µM; hits with a dose series show IC50 in µM. 0.02% of 340,000 active;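 active means phage lysis inhibition, versus mean bacterial control, above a set limit; inconclusive means no clear call, values can overlap the other calls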;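 further: capsule biogenesis inhibitors block K1F phage lysis so surviving cells raise fluorescence; higher fluorescence means more inhibition of phage lysis; actives were called in the ten point dose series up to 300 µM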
# NS5 inhibitors – flavivirus cap methylation enzyme inhibition – biochemical, confirmation dose response, primary screen (AID 588689); Dengue-2 NS5 methyltransferase capping enzyme assay, biochemical; higher % means a stronger effect; one-dose inhibition, % at 25 µM; IC50 in µM for titrated hits; 0.3% of 340,000 active; in the data active means a potency from the dose series; inconclusive means inhibition above about 29% without an active follow-up result
# GPR35 arrestin U2OS – GPR35 antagonists blocking zaprinast-driven arrestin recruitment, primary screen, imaging, U2OS, beta-arrestin-GFP, zaprinast agonist (AID 2058); 0.052% of 290,000 active; U2OS GPR35 beta-arrestin-GFP translocation imaging, zaprinast antagonism; higher % means a stronger effect; inhibition, % at 10 µM, or IC50 in µM where a hit was titrated;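 active means inhibition of at least 50% with at least 30 cells and total cytoplasm GFP at most 10,000,000; inconclusive means under 30 cells or total GFP of 10,000,000 plus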
# HIV peptide binding – cell-free HIV fusion peptide-binding blockers – biochemical, uHTS, fluorescence dequenching, primary screen (AID 1986). cell-free peptide binding, fluorescence dequenching, 30 min; higher % means a stronger effect. 0.3% of 290,000 active. inhibition, % at 20 µM, or IC50 in µM where a hit was titrated; in the data active means inhibition mostly above about 52%, no sharp cut-off; inactive means mostly below about 76%; further: some results filed as inactive read as strong as hits
# GPR55 LPI antagonism – GPR55 antagonists blocking LPI-driven arrestin recruitment, primary screen, imaging, U2OS, beta-arrestin-GFP, LPI agonist (AID 2013) | 0.13% of 290,000 active | U2OS GPR55 beta-arrestin-GFP translocation imaging, LPI antagonism; higher % means a stronger effect | inhibition, % at 10 µM, or IC50 in µM where a hit was titrated;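 active means spots per cell inhibited over 60%, with over 100 cells counted and total cytoplasm intensity under 500,000; inconclusive means wells with under 100 cells, flagged as likely toxic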;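 further: U2OS cells stably carrying GPR55 and arrestin-GFP stimulated by 5 µM LPI near EC80; imaged beta-arrestin-GFP aggregate spots per cell after agonist stimulation; plate controls were LPI-stimulated DMSO wells for no effect and DMSO wells without LPI for full effect; some results filed as inactive read as strong as hits; confirmed hits need IC50 under 10 µM and bright autofluorescent wells are also inconclusive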
# GPR55 activation – selective activators of receptor GPR55 – imaging, U2OS cells, beta-arrestin-GFP redistribution, primary screen (AID 1961) | U2OS GPR55 beta-arrestin-GFP redistribution imaging; higher % means a stronger effect | one-dose activation, % at 10 µM; EC50 in µM for titrated hits | 0.048% of 290,000 active;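 active means activation above 40% with more than 50 cells counted in the well; inconclusive means wells holding fewer than 50 cells, flagged as toxic or sparse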;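 further: U2OS osteosarcoma cells stably expressing GPR55 and beta-arrestin-GFP; plate controls were DMSO negative control for no effect and LPI positive control for full effect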
# NTR1 agonist – agonists of NTR1, primary screen, imaging, U2OS cells, beta-arrestin-GFP, high content (AID 493036) | P30989 | NTR1-U2OS beta-arrestin-GFP spot imaging, agonist mode | activation, % at 20 µM | 0.17% of 330,000 active;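 active means activation at or above 40% of the spot to cytoplasm intensity ratio, with at least 20 cells analyzed; inconclusive means wells under 20 cells, flagged as cytotoxic or low count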;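 further: 0% = DMSO without peptide and 100% = 100 nM NTR1 peptide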
# Target sequence (P30989 whole entry, looked up): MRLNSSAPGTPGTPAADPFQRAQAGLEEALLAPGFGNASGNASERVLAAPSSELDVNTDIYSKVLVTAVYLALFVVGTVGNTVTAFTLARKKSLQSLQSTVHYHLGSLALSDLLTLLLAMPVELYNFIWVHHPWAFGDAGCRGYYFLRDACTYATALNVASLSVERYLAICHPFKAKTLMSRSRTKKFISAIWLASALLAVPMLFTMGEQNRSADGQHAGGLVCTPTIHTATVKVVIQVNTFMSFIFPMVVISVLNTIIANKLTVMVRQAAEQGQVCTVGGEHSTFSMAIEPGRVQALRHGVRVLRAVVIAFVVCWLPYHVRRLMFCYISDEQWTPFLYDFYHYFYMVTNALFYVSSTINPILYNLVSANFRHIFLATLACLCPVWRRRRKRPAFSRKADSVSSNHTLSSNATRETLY
# NTR1 agonist cell count 20 µM – second read-out of NTR1 agonist, no call of its own (marks repeat the call); cell count; measured here: cell count, cytotoxicity flag
# NS5 inhibitors pilot replicate – second read-out of NS5 inhibitors, no call of its own (marks repeat the call); inhibition, %; measured here: pilot screen replicate inhibition
# Starred values were filed as active, the others as inactive; ? = inconclusive; · = not tested or not shown.
SMILES,SIAH1 antagonists,AID2073,K1F lysis inhibition,NS5 inhibitors,GPR35 arrestin U2OS,HIV peptide binding,GPR55 LPI antagonism,GPR55 activation,NTR1 agonist,NTR1 agonist cell count 20 µM,others
Cc1c(Cl)cccc1NC(=S)N1CCC(C(N)=O)(N2CCCCC2)CC1,0%,-27%,5.1%,·,-6%,1.7%,-9%,0.4%,0.1,83,
CC(=O)Nc1ccc(S(=O)(=O)Nc2cccc(-c3nc4ccccc4o3)c2)cc1,4%,17%,0.0%,-3%,0%,-4.4%,-5%,-0.2%,1.1,84,NS5 inhibitors pilot replicate=0.6
NC(=O)[C@@H]1CCCNc2c(F)cc([N+](=O)[O-])cc2C(=O)N[C@@H](CO)C(=O)NCC(=O)N1,3%,-19%,2.7%,-6%,24%,2.8%,1%,0.2%,2.0,54,
CC(=O)N1CCc2c(sc3c2c(=O)n(Cc2ccccc2)c(=O)n3CC(=O)NCC2CCCO2)C1 (configuration not stated),2%,-2%,-1.4%,3%,-2%,-0.8%,18%,0.7%,0.0,90,
CCOc1ncccc1C(=O)OCC(=O)N1CC(=O)Nc2ccccc21,3%,-8%,-0.1%,-11%,-6%,0.0%,4%,-0.1%,6.0,62,
COc1ccccc1N(CC(O)CN1CCOCC1)S(=O)(=O)c1ccccc1 (configuration not stated),7%,?,1.1%,-9%,-9%,2.6%,-1%,0.6%,0.3,50,
CC(C(=O)C12CC3CC(CC(C3)C1)C2)N1CCOCC1 (configuration not stated),-1%,6%,-1.0%,-5%,1%,1.7%,1%,0.4%,0.7,60,
COc1ccc(OCC(=O)Nc2cc(OC)ccc2N2CCCCC2)cc1,-2%,5%,0.0%,-2%,17%,1.6%,-2%,-0.4%,5.8,49,
Cc1c(C(=O)NCCCN2CCOCC2)sc2nc(-c3ccc(F)cc3)cn12,2%,-4%,-1.6%,-6%,-7%,0.1%,3%,1.2%,3.5,54,
CCc1nnc(NC(=O)CSc2nnc(CNc3ccc(OC)cc3)n2CC)s1,-3%,-3%,0.1%,4%,16%,-0.3%,-4%,0.2%,0.2,80,
O=C1c2ccccc2NC(c2ccc3c(c2)OCCO3)N1c1ccc2c(c1)OCCO2 (configuration not stated),-4%,0%,1.5%,6%,3%,1.8%,8%,-0.3%,-1.1,49,
COCCOC(=O)c1c(NC(=O)CN2CCCc3ccccc32)sc(C(N)=O)c1C,-2%,23%,0.2%,1%,0%,-1.9%,4%,0.5%,2.4,56,
CC1CCN(C(c2ccccc2)c2nnnn2C(C)(C)C)CC1 (configuration not stated),-1%,2%,0.8%,1%,-5%,0.3%,38%,-0.1%,0.3,42,
COC(=O)CCCC1=CC2=CC(=O)C(C)(OC(=O)c3cccs3)C(=O)C2=CN1CCCOC(C)C (configuration not stated),8%,-10%,0.6%,19%,-4%,8.7%,-15%,-0.1%,4.0,88,
O=C(CCNC(=O)C1CCN(S(=O)(=O)c2ccccc2)CC1)NCc1cccc(Cl)c1,-1%,7%,0.2%,-4%,12%,0.9%,2%,-0.1%,1.1,57,
NS(=O)(=O)c1cccc(NC(=O)c2ccccc2NS(=O)(=O)c2ccc(F)cc2)c1,-4%,8%,-0.3%,-7%,-1%,20%,0%,0.3%,2.3,43,
O=C(CN1C(=O)c2cccc3cccc1c23)NC1CCCCC1,11%,24%,0.4%,-3%,-1%,1.2%,-5%,1.4%,0.4,48,
NC(=S)Nc1cccc2cnccc12,2%,-6%,-0.6%,15%,-17%,-0.5%,6%,-0.3%,-2.0,38,
O=C(CC12CC3CC(CC(C3)C1)C2)N/N=C/c1ccc([N+](=O)[O-])o1,8%,22%,-3.6%,1%,1%,24%,-2%,-0.1%,3.8,55,
Cc1ccc(S(=O)(=O)N2CCOCC2)cc1NC(=O)CSc1nnc(N)s1,3%,5%,0.8%,-7%,-4%,-0.8%,-7%,0.1%,1.6,57,
CC(=O)N1CCOc2ccc(S(=O)(=O)N3C(C)CCCC3C)cc21 (configuration not stated),12%,?,-0.1%,-2%,-1%,2.1%,9%,-0.1%,-0.4,69,
O=S(=O)(/N=C/N1CCOCC1)c1ccc(Cl)cc1,-3%,-14%,1.1%,-7%,-4%,1.3%,8%,0.2%,0.9,96,
CN(C(=O)c1ccc(Oc2ccc([N+](=O)[O-])cc2)cc1)C1CCCCC1,10%,-10%,8.4%,-13%,-14%,0.2%,-8%,0.3%,3.1,42,
O=C(CSCc1ccccc1)Nc1cc([N+](=O)[O-])ccc1F,2%,3%,-0.1%,-1%,3%,4.7%,1%,-0.2%,-1.4,104,

# Retrieved by structure from the entries so far:
SMILES,SIAH1 antagonists,AID2073,K1F lysis inhibition,NS5 inhibitors,GPR35 arrestin U2OS,HIV peptide binding,GPR55 LPI antagonism,GPR55 activation,NTR1 agonist,NTR1 agonist cell count 20 µM,others
CN(C(=O)c1ccc(Oc2ccc([N+](=O)[O-])cc2)cc1)C1CCCCC1,10%,-10%,8.4%,-13%,-14%,0.2%,-8%,0.3%,3.1,42,
O=S(=O)(/N=C/N1CCOCC1)c1ccc(Cl)cc1,-3%,-14%,1.1%,-7%,-4%,1.3%,8%,0.2%,0.9,96,

# Additional records:
SMILES,SIAH1 antagonists,AID2073,K1F lysis inhibition,NS5 inhibitors,GPR35 arrestin U2OS,HIV peptide binding,GPR55 LPI antagonism,GPR55 activation,NTR1 agonist,NTR1 agonist cell count 20 µM,others
CCOC(=O)c1c(NC(=O)c2ccco2)sc2c1CCCC2,-2%,29%,1.6%,8%,-2%,-1.6%,1%,-0.3%,0.5,80,
C=CCn1c(SCC(=O)Nc2cc3oc4ccccc4c3cc2OC)nnc1-c1cnccn1,-5%,31%,0.1%,0%,19%,0.4%,1%,-0.2%,1.6,93,
Nn1cnc2c(c1=O)C1(CCCCC1)Cc1ccccc1-2,7%,5%,3.1%,-2%,4%,-1.6%,0%,0.2%,5.0,60,
Cc1ccc(SC(C)C(=O)Nc2ccccc2C(=O)N2CCOCC2)cc1 (configuration not stated),6%,5%,-0.3%,-2%,8%,-0.8%,5%,-0.2%,-0.5,33,
O=C(Nc1ccc2c(c1)C(=O)NC2=O)c1ccc(Cl)s1,-2%,34%,0.1%,5%,8%,1.2%,4%,-0.1%,2.7,99,
CCS(=O)(=O)Nc1ccc(C(=O)CC2(O)C(=O)Nc3ccccc32)cc1 (configuration not stated),1%,6%,1.0%,-3%,-3%,3.2%,-4%,-0.1%,4.6,67,
Cc1ccc2oc(=O)cc(CN3CCC(C)CC3)c2c1,-2%,-2%,0.3%,-1%,3%,7.6%,-4%,0.9%,0.1,90,
COc1ccc(-c2[nH]nc(-c3ccccc3)c2-c2nc3ccccc3[nH]2)cc1,5%,12%,0.6%,-5%,-12%,-2.1%,21%,-0.1%,0.7,82,
Cc1cc(C)c(S(=O)(=O)N2CCCc3ccccc32)c(C)c1,2%,-3%,9.7%,-16%,17%,-1.9%,6%,0.4%,4.4,70,
CCn1cc(/C=N/O)c(C)n1,0%,0%,-0.4%,-2%,3%,-1.9%,4%,-0.1%,-3.7,90,
O=C(O)CCCNS(=O)(=O)/C=C/c1ccccc1,27%,4%,0.3%,-1%,-12%,1.2%,13%,0.2%,-0.8,73,
COc1ccc(C2=NOC(C(=O)N3CCN(C(=O)c4ccco4)CC3)C2)cc1OC (configuration not stated),0%,-6%,0.4%,-11%,-2%,-0.2%,-4%,-0.1%,1.7,56,
CC1CCN(S(=O)(=O)c2cnc[nH]2)CC1,2%,4%,0.3%,-6%,-1%,-1.0%,12%,-0.1%,1.0,54,
OCCN(CCO)CC(O)CN(c1ccccc1)c1ccccc1 (configuration not stated),1%,11%,-1.7%,-1%,6%,-1.6%,-10%,0.0%,-0.2,56,
O=C(CN1C(=O)NC2(CCCc3ccccc32)C1=O)NCC(F)(F)F (configuration not stated),3%,18%,0.5%,-1%,-8%,1.4%,4%,0.0%,-0.8,85,
CCOc1ccc(S(=O)(=O)N2CCCC(C(=O)NCc3cccnc3)C2)cc1Cl (configuration not stated),1%,5%,-0.1%,-7%,-21%,0.0%,10%,0.0%,0.0,46,
O=C(CN1CCN(C2CCCCC2)CC1)c1c[nH]c2ccccc12,-2%,-12%,2.7%,-2%,10%,-4.3%,5%,-0.1%,-3.1,42,
COc1ccc(N2CCN(CCNC(=O)Nc3ccc(C)c(Cl)c3)CC2)cc1,2%,2%,0.1%,-20%,-5%,1.3%,12%,0.4%,0.7,83,
Cc1ccc(N2CC(C(=O)NC3=NCCS3)CC2=O)cc1 (configuration not stated),3%,-10%,0.6%,-6%,17%,-1.7%,4%,-0.1%,-1.9,81,
COC(=O)c1noc(C)c1-c1ccnn1C(=O)c1ccc(Cl)cc1,11%,12%,0.4%,7%,22%,0.0%,8%,0.2%,-0.6,59,
NC(=O)COC(=O)CCCc1nc2ccccc2s1,0%,-6%,0.4%,-7%,21%,-2.1%,10%,0.3%,-3.2,104,NS5 inhibitors pilot replicate=-2.4
[2H]C(CCOS(N)(=O)=O)c1ccccc1 (configuration not stated),-2%,31%,-1.1%,7%,0%,0.6%,13%,0.0%,0.0,87,
O=C(Cc1ccc(Cl)cc1)NNc1c(F)c(F)cc(F)c1F,0%,1%,-2.3%,22%,9%,-1.1%,-2%,-0.1%,-0.2,53,
Cc1ccccc1NC(=O)CN1CCN(C(=O)c2ccco2)CC1,-4%,-2%,0.3%,-3%,-4%,-0.2%,-10%,0.0%,-0.1,46,
Cc1cc(S(=O)(=O)Nc2cccnc2)c(Cl)cc1Cl,0%,12%,-0.3%,-8%,2%,-2.1%,6%,0.2%,0.2,67,
CCOc1ccc(C2SCC(=O)N2c2c(C)n(C)n(-c3ccccc3)c2=O)cc1 (configuration not stated),-4%,0%,7.4%,-1%,12%,-1.4%,13%,-0.2%,1.5,45,
CCCCCCC(=O)Nc1cc2c(C)cc(=O)oc2cc1C,-5%,11%,1.6%,0%,12%,-1.2%,3%,1.0%,-1.4,90,
Cn1cccc1/C=N/NC(=O)c1cccnc1,0%,11%,6.4%,2%,-4%,0.7%,1%,-0.4%,-0.5,44,
Cc1ccc2c(c1)[nH]c1c(N3CCN(Cc4ccc5c(c4)OCO5)CC3)ncnc12,1%,6%,·,·,0%,-0.7%,-3%,-0.2%,·,·,
NC(=O)c1c(NC(=O)CSc2nc3c(c(C(F)(F)F)n2)CCc2ccccc2-3)sc2c1CCCC2,17%,13%,-1.3%,1%,1%,-0.3%,-2%,-0.4%,0.7,56,
